IDH1 R132H inh – blocks human mutant IDH1 R132H enzyme. 390,000 compounds, 0.093% hits. IDH1-R132H enzyme, NADPH consumption, diaphorase/resazurin fluorescence. O75874. AID 602179. Potency, µM (series often up to 76.6 µM), for the others: top-dose activity change, negative = inhibition, hits mostly inhibitors; also: potency is read from the fitted curve at half-maximal effect; % is scaled to controls: 0 for no effect and ±100 for the full control effect; nearly all actives have a fitted effect of over 65% in size
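IDH1-R132H (0.5 ug/mL) preincubated 30 min with compound, then NADPH (0.016 mM) and alpha-KG (2 mM) added; 80 min at RT, pH 7.5. Remaining NADPH coupled via diaphorase/resazurin to fluorescence (540/590 nm); concentration-response curves normalized to no-enzyme control.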
Glioma ERSR ind – induces the endoplasmic reticulum stress response in human glioma cells; U87-MG GRP78 promoter luciferase reporter, 16 h; Potency, µM, inactives show at the highest dose activation, actives largely listed as activators; 420,000 compounds, 0.02% hits; AID 602332; also: potency is read from the fitted curve at half-maximal effect; series mostly up to about 76 µM; % of control where 0% means no effect; nearly all actives have a fitted effect of over 35% in size
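Stably transfected U87-MG human glioma cells carrying a GRP78-based luminescent sensor were seeded at 1000 cells/well, pin-dosed with compounds and incubated 16 h. Luciferase reagent was then added, and end-point luminescence was read after 10 min at room temperature.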
TrxR1 substrate – rat thioredoxin reductase 1 substrate activity. O89049. purified TrxR1 substrate turnover, NADPH consumption readout. Potency, µM (series often up to 114 µM), inactives show top-dose activity change, negative = substrate turnover. 390,000 compounds, 0.01% hits. AID 588456; also: potency is read from the fitted curve at half-maximal effect; % is scaled to controls: 0 for no effect and ±100 for the full control effect; nearly all actives have a fitted effect of over 50% in size
Target sequence (O89049 whole entry, looked up): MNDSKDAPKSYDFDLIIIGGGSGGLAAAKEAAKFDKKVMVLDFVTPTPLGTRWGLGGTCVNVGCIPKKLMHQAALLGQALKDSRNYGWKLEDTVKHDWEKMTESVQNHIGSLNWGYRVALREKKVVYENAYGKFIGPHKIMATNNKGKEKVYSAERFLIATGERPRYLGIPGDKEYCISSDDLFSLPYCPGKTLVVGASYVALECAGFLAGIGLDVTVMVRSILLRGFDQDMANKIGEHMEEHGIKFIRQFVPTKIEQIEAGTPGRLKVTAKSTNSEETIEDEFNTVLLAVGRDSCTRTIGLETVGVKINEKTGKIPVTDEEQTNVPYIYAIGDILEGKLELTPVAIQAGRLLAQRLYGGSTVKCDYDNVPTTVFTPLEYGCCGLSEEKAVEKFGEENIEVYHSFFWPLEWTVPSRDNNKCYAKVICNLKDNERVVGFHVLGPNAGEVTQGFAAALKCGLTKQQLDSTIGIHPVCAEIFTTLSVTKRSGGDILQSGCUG
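Rat TrxR1, dispensed at 90 nM, was prereduced with 400 uM NADPH (final) for 5 min at ~22 deg C, then incubated with compound 15 min before 400 uM selenite. A first-read NADPH fluorescence drop versus no-compound background flagged substrates.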
LDHA block – LDHA (human) enzyme inhibition; activity change, % (values are at about 110 or 230 µM); 480,000 compounds, 0.15% hits; AID 1347041; purified LDHA, NADH/diaphorase-resazurin fluorescence; stronger effect = lower value; P00338; in the data active = activity change below about -30%; inconclusive = mostly about -25% to -30%;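 also: plate controls were DMSO wells for no effect and wells without enzyme for full effect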
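Enzyme activity of human lactate dehydrogenase 5 (2 nM; 0.06 mM NADH, 0.2 mM pyruvate, 5 min, RT) is measured via a resazurin/diaphorase fluorescence readout of residual NADH.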
Vif-A3G inh – Vif-A3G binding inhibition. Q9HC16. HeLa A3G-eYFP + Vif (tagged APOBEC3G with the HIV-1 protein that degrades it), YFP fluorescence, overnight. Potency, µM (highest dose often 46.1 µM), inactives show at the highest dose activity, negative = active, usual class: inhibitors. 410,000 compounds, 0.076% hits. AID 602310;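 also: potency is read from the fitted curve at half-maximal effect; % is scaled to controls: 0 for no effect and ±100 for the full control effect; nearly all actives have a fitted effect of over 60% in size; hits raise eYFP signal because A3G escapes Vif-driven loss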
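HeLa cells stably expressing Vif and C-terminally eYFP-tagged A3G, seeded overnight at 37 deg C, then exposed to compound by pintool overnight at 37 deg C. Rise in yellow fluorescence (Ex 488/Em 500-530, Acumen) marks blocked Vif-driven A3G degradation.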
RXFP1 ag – RXFP1 (human) receptor agonism | Q9HBX9 | HEK293T-RXFP1 cAMP TR-FRET, 30 min; response scale: percent of porcine relaxin response, buffer zero | Potency, µM (highest dose often 57.5 µM), without a hit: at the top dose activation, actives largely listed as activators | 370,000 compounds, 0.3% hits | AID 2676; also: potency is read from the fitted curve at half-maximal effect; % is scaled to controls: 0 for no effect and ±100 for the full control effect; nearly all actives have a fitted effect of over 60% in size; many of its hits are not listed in these tables
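cAMP rise read by TR-FRET after 30 min, 37C compound exposure (up to 58 uM) in RXFP1-transfected HEK293 cells with Ro 20174 present. EC50 from Hill-equation fits, with 29 nM porcine relaxin as 100% and buffer as basal.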
USP1 inh – blocks the human USP1/UAF1 deubiquitinase complex | O94782 | recombinant USP1/UAF1, Ub-Rhodamine cleavage fluorescence | Potency, µM (doses to about 57.1 µM), for inactives: at the top dose activity change, negative = inhibition, hits mostly inhibitors | 390,000 compounds, 0.23% hits | AID 743255; also: potency is read from the fitted curve at half-maximal effect; % is scaled to controls: 0 for no effect and ±100 for the full control effect; nearly all actives have a fitted effect of over 60% in size; inactives centre near -12
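In this screen, compounds sit with the deubiquitinase complex (1nM) for 15 min at room temperature before Ub-Rho is added at 150nM final. Fluorescence rise is then followed for 6 reads every 60 seconds.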
Vif-A3F inh – inhibitors of Vif-A3F interaction; HeLa A3F-eYFP + Vif (tagged APOBEC3F with the HIV-1 protein that degrades it), YFP fluorescence increase; Potency, µM (series often up to 46.1 µM), for inactives: at the top dose activity, negative = active; 390,000 compounds, 0.2% hits; also: potency is read from the fitted curve at half-maximal effect; % of control where 0% means no effect; nearly all actives have a fitted effect of over 65% in size
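HeLa cells stably expressing Vif plus C-terminally eYFP-tagged A3F were seeded, incubated overnight at 37 deg C, dosed with compound, incubated overnight again at 37 deg C. Yellow fluorescence (Ex 488/Em 500-530) reported blocked Vif-mediated A3F-eYFP degradation.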
PI4K2A block – blocks human PI4K2A kinase activity | Q9BTU6 | purified PI4K2A, ADP-Glo luminescence, 1 h; stronger effect = lower value | activity change, negative = inhibition, % at 76.9 µM | 420,000 compounds, 0.13% hits | AID 1346378; in the data active = activity change below about -50%; inconclusive = mostly about -30% to -49%;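 also: -100% = wells without enzyme as full effect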
Target sequence (Q9BTU6 whole entry, looked up): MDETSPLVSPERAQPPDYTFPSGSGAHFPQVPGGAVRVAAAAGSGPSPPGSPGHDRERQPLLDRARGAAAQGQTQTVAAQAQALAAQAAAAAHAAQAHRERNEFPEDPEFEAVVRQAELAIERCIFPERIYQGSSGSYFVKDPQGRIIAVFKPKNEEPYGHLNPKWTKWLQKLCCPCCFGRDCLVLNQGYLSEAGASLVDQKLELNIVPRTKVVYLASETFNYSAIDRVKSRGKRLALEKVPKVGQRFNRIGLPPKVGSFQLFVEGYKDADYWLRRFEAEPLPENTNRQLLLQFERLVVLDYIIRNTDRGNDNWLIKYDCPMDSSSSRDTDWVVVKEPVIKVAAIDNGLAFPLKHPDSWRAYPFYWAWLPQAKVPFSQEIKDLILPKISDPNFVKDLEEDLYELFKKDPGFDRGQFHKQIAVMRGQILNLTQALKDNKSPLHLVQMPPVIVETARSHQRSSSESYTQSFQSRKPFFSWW
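PI4K2A activity was measured by ADP-Glo luminescence: enzyme (4 ug/mL stock) and phosphatidylinositol (1.2 mM stock) in Tris pH 7.5/MgCl2/EGTA/Triton X-100 buffer were reacted with ATP (300 microM stock) for one hour at ambient temperature.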
Numbers without * were called inactive; u = inconclusive; x = not tested or not shown; & = joins results of further samples; [ ] = another dose, or the depositor's remark. Unless noted, calls follow the shape of the dose curve; as a rule, active = well fitted curve in the direction sought with a large enough effect; inconclusive = small, poorly fitted or top-dose-only effect, or another doubt; inactive = no such curve, though single readings can be large; an effect the other way counts as inactive or inconclusive.

SMILES	IDH1 R132H inh	Glioma ERSR ind	TrxR1 substrate	LDHA block	Vif-A3G inh	RXFP1 ag	USP1 inh	Vif-A3F inh	PI4K2A block
CC1(C)CC(=O)C2=C(C1)NC(Nc1nc3ccccc3o1)=NC2c1ccccc1Cl (configuration not stated)	x	-3%	23%	-4&-3	1%	x	x	x	x
N=C1C(c2nc3ccccc3[nH]2)=C(O)CN1c1ccccc1	12%	-2%	-9%[57.1 µM]	-4	u	u	-16%	0%	-3
CCOC(=O)N1CCN(C(=O)c2cc(-n3cnnc3)ccc2Cl)CC1	4%	-1%	9%[57.1 µM]	-4	1%	2.2%	0%	-1%	-4
Nc1ccccc1NC(=O)CCn1c(=S)[nH]c2ccccc2c1=O	0%	3%	-6%	0	-1%	1.8%	-6%	-20%	1
CCC(C)C(=O)Nc1nc(-c2ccc3c(c2)NC(=O)CO3)cs1 (configuration not stated)	17%	-8%	-1%	2	-7%	5.8%	-23%	4%	-14
COc1ccc(NC(=O)CC2SC3=NCCN3C2=O)cc1 (configuration not stated)	5%	3%	-13%[57.1 µM]	-4	-3%	3.2%	-14%	-6%	-6
Cc1cc(NC(=O)CCC(=O)N(c2ccc(F)cc2)C2(C(=O)NC3CCCCC3)CCCC2)no1	0%	0%	-4%	3	2%	0.1%	-16%	-8%	7
COc1ccc(CC(=O)Nc2nc(OCC(F)(F)F)cnc2-c2ccc(Cl)cc2Cl)cc1	x	-2%	x	-3	-2%	x	x	x	0
COc1cccc(-n2nnc(-c3nc(-c4ccccc4F)no3)c2C)c1	-14%	-2%	4%[57.1 µM]	-10	8%	0.0%	45%[activator]	-2%	-9
CC(CC(=O)NNC(=O)c1cccc(Cl)c1)c1ccccc1 (configuration not stated)	4%	9%	3%	1	-1%	-0.1%	-18%	-8%	-1
COc1ccc(CCN2C(=O)CC(NNc3ccc([N+](=O)[O-])cc3)C2=O)cc1OC (configuration not stated)	6%	-8%	-6%[57.1 µM]	-1	1%	1.8%	-10%	6%	1
COc1ccccc1N1CCN(C(=O)c2oc3cc(C)cc(C)c3c2C)CC1	3%	-3%	6%	2	-26%	0.0%	-16%	7%	-1
CCCCCCOc1ccc(OC(=O)c2cccnc2)cc1	4%	6%	5%	-2	1%	0.6%	u	-2%	0
CC1(C)NC(=O)N(CN2C(=O)NC(C)(C)C2=O)C1=O	9%	1%	1%	0	1%	1.0%	-16%	-1%	0
COC(=O)c1ccc(Cn2c(SCC(=O)NCc3ccccc3)nc3ccccc32)cc1	-3%	-2%	-5%[57.1 µM]	3	1%	2.3%	-22%	-1%	4
COc1ccc(C)cc1NC(C)C(=O)c1c[nH]c2ccccc12 (configuration not stated)	x	-1%	-2%	5	-3%	x	x	x	x
CCOc1ccc(NC(=O)c2ccc3c(c2)OCCO3)cc1S(=O)(=O)N(CC)CC	1%	3%	-8%	1	-7%	1.5%	-10%	3%	6
COc1ccc(/C=N/n2cnc3c([nH]c4ccc(F)cc43)c2=O)cc1CSc1ccccn1	2%	-3%	1%	-7	3%	3.1%	-7%	5%	5
CCN(CC)S(=O)(=O)c1cccc2nsnc12	2%	-4%	-4%[57.1 µM]	-1	1%	-0.5%	-10%	-6%	4
COc1cc(-c2nc(S(=O)(=O)c3ccc(Br)cc3)c(N3CCOCC3)o2)cc(OC)c1OC	-14%	2%	0%[57.1 µM]	3	-1%	0.7%	-23%	-3%	0
CCN(CC)CCCNC(=O)C1CCC(CNS(=O)(=O)c2c(C)cc(C)cc2C)CC1 (configuration not stated)	4%	5%	u	-7	1%	1.0%	-19%	2%	0
CCCCC1CCC(c2nc(-c3ccccn3)no2)CC1 (configuration not stated)	5%	-4%	-11%[57.1 µM]	8	-4%	11%	-23%	5%	1
Cc1cccc(NC(=S)NC2CC3CCCC(C2)N3CC(C)C)c1 (configuration not stated)	4%	-2%	7%	-5	0%	0.0%	-23%	0%	-5
O=C(NCc1ccco1)c1ccccc1-c1nc(-c2ccccc2)no1	2%	3%	2%[57.1 µM]	-6	-5%	0.5%	1%	-8%	10
CC1=C(C(=O)NCCCOC(C)C)C2(CCC(C)CC2)OC1=O (configuration not stated)	8%	-4%	5%[57.1 µM]	-3	7%	0.0%	-7%	-8%	-1
COc1cccc(C(=O)NNC(=O)Cc2csc(N)n2)c1	3%	-3%	-2%[57.1 µM]	1	-4%	1.6%	-15%	-2%	-10
O=C(c1ccco1)N1N=C(c2ccc(Cl)cc2)CC1c1ccco1 (configuration not stated)	1%	-8%	-4%	-4	0%	-0.1%	-16%	-4%	-1
Cc1ccc2c(C(=O)CNc3nc(C)c(C)s3)c(C)[nH]c2c1	x	5%	-5%	-8	0%	x	x	x	x
CC(=O)OC[C@@H]1CN(Cc2ccccc2)C[C@H](n2cnc3c(NC(C)C)ncnc32)O1	x	-2%	x	-6	3%	x	x	x	-1
Cc1ccc(S(=O)(=O)N2CCN(Cc3cc(=O)n4ccccc4n3)CC2)c(C)c1	0%	-3%	-2%	0	-4%	0.0%	-23%	1%	-3
Oc1ccc(C[C@@H]2CNCCN2CCC23CC4CC(CC(C4)C2)C3)cc1	27%	-4%	5%	0	4%	1.4%	-12%	-1%	-3
COc1ccc(C(CNC(=O)COc2cc(C)ccc2Cl)N2CCCCC2)cc1 (configuration not stated)	2%	-3%	-1%[57.1 µM]	2	-1%	1.1%	-11%	u	-3
COc1cccc(CN(C)CC(=O)Nc2cccc(S(=O)(=O)N(C)c3ccccc3)c2)c1OC	8%	-6%	-3%	0	4%	x	-9%	1%	-4
CCOc1cc2[nH]c(=O)n(CCCCC(=O)N3CCN(c4cccc(Cl)c4)CC3)c(=O)c2cc1OCC	-10%	2%	3%[57.1 µM]	-1	-6%	-0.9%	-13%	7%	1
Cc1cc(N2CCN(C3CCCC3)CC2)n2c(nc3ccccc32)c1C#N	1%	-7%	35%[activator]	-3	0%	0.1%	-4%	4%	-1
CC(=O)c1ccc(NC(=O)[C@@H]2CCCN2C(=O)OC(C)(C)C)cc1	0%	5%	9%	-1	3%	1.0%	-15%	11%	1
CCCCN(C(=O)c1ccccc1Br)C(c1ccc(OC)cc1)c1nc2ccccc2[nH]1 (configuration not stated)	x	-4%	x	-4	-4%	x	x	x	-8
COc1ccc(CCNC(=O)c2cnc3ccccn3c2=O)cc1	-1%	4%	11%[57.1 µM]	-1	0%	15%	-13%	8%	0
O=S(=O)(Nc1ccc(Br)cc1)N1CCOCC1	3%	-4%	-6%	0	3%	0.7%	-11%	2%	2
O=C(Cn1ccc([N+](=O)[O-])n1)NCC1CCCO1 (configuration not stated)	2%	-2%	-3%	-2	1%	3.3%	-13%	7%	6
Oc1ccc(/C=N/NC(=S)NCCN2CCOCC2)c(O)c1	-1%	4%	-8%	0	-2%	-0.3%	1%	10%	2
O=C(c1cccc(NS(=O)(=O)c2ccc(F)c(F)c2)c1)N1CCN(C(c2ccccc2)c2ccccc2)CC1	1%	-1%	-14%	-4	-5%	-0.1%	-2%	-11%	-11
O=C(CN1CCCSc2ccccc21)N1CCN(S(=O)(=O)c2cccc(F)c2)CC1	0%	-4%	-7%	-1	6%	-0.6%	-13%	2%	-2
CCc1nc2ccccc2n1CCCCOc1ccccc1C	1%	-4%	-1%	3	4%	0.5%	-11%	-17%	-4
CCOC(=O)c1c(C)n(C)c2cc(Br)c(OC)cc12	-5%	-2%	6%	-3	0%	-1.6%	-18%	-2%	-1
COC(=O)C1=C(C)N(C)C(=O)NC1c1c(O)ccc2ccccc12 (configuration not stated)	7%	-4%	-6%	2	0%	1.5%	-4%	-12%	-2
COc1cc(NC(=S)Nc2cccnc2)cc(OC)c1	1%	-4%	9%[57.1 µM]	6	3%	0.6%	-12%	-2%	1
C/C(=N\NC(=O)c1c(Cl)cnn1C)c1ccc(NC(=O)c2ccc(Br)o2)cc1	-7%	-6%	55%[activator]	-11	-2%	3.2%	-16%	1%	0
COc1cccc(C(=O)Nc2nc3c(s2)CCCC3)c1	29%	-7%	-2%	4	-10%	2.4%	-12%	u	-12
CN(C)CCCN(C(=O)c1ccc(Br)s1)c1nc2cc3c(cc2s1)OCO3	0%	-14%	0%	-6	2%	1.3%	-12%	u	-5

Further entries:
SMILES	IDH1 R132H inh	Glioma ERSR ind	TrxR1 substrate	LDHA block	Vif-A3G inh	RXFP1 ag	USP1 inh	Vif-A3F inh	PI4K2A block
Cc1oc(-c2ccccc2)nc1C(=O)Nc1nccs1	2%	1%	6%	0	-3%	2.5%	-15%	2%	2
CC(=O)Nc1ccc(NC(=O)c2ccc(Cl)nc2)cc1	11%	0%	0%	0	-1%	0.0%	-6%	1%	-2
COc1ccc(S(=O)(=O)N2CCN(C(=O)CN3C(=O)NC(C)(C)C3=O)CC2)cc1	-8%	-2%	-4%	-8	1%	-1.0%	2%	6%	-3
COc1ccc2cc(C3(C)NC(=O)N(CC(=O)NCCC4=CCCCC4)C3=O)ccc2c1 (configuration not stated)	6%	-1%	0%	-13	0%	0.9%	-6%	-3%	-3

High-throughput results (PubChem)

A portion of the library; count on the stated rates, not on these rows.
